# LYPLA2 counter = LYPLA2 (human) inhibition in PME1 counter-screen. 0.38% of 320,000 active. inhibition, % at 5.9 µM. AID 2177. recombinant LYPLA2, FP-Rh probe fluorescence polarization. O95372;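 active means inhibition above the screen-wide mean plus 3 SD, limit set per campaign, cut at about 26% in these data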;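 further: 0% = LYPLA2 with DMSO and 100% = wells lacking LYPLA2 enzyme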
# PAFAH1B2 FP inh = PAFAH1B2 (human) inhibition; recombinant PAFAH1B2, FP-rhodamine activity probe, fluorescence polarization; inhibition, % at 3.39 µM; 1.2% of 340,000 active;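 active means inhibition above the mean of all tested compounds plus 3 SD, cut at about 24% in these data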;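 further: 0% = enzyme with DMSO and 100% = wells lacking PAFAH1B2; many of its hits are not listed in these tables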
# Target sequence (P68402 whole entry, looked up): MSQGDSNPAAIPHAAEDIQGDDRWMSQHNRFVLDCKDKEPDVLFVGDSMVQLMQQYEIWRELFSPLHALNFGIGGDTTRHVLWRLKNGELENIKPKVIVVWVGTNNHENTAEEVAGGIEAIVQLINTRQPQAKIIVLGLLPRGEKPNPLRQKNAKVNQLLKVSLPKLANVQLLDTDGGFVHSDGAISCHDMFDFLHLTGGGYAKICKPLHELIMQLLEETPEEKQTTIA
# PAFAH2 inh = inhibitors of human PAFAH2; AID 492956; recombinant PAFAH2, FP-rhodamine activity probe, fluorescence polarization; 0.99% of 340,000 active; Q99487; inhibition, % at 3.39 µM;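 active means inhibition above the mean over all tested compounds plus 3 SD, cut at about 30% in these data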;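 further: inhibitors block probe labeling of enzyme so polarization drops; 0% = enzyme with DMSO and 100% = wells lacking PAFAH2 protein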
# EBNA-1 inhibitor = blocks EBNA-1 binding to DNA. EBNA-1 DNA binding, fluorescence polarization. 0.34% of 300,000 active. inhibition, % at 14.8 µM; in the data active means inhibition above about 28%
# pPAFAH inh = inhibitors of human plasma PAF acetylhydrolase (pPAFAH); Q13093; recombinant pPAFAH, FP-rhodamine probe fluorescence polarization; inhibition, % at 3.39 µM; 1.5% of 330,000 active; AID 463082;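 active means inhibition above the mean inhibition across the screen plus 3 SD, cut at about 25% in these data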;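 further: inhibitors block binding of the rhodamine activity-based probe so polarization drops; 0% = enzyme with DMSO and 100% = wells lacking pPAFAH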
# PREPL inh = human PREPL enzyme inhibition; Q4J6C6; recombinant PREPL, fluorescence polarization activity-based probe; inhibition, % at 5.96 µM; 0.68% of 320,000 active; in the data active means inhibition above about 43%;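 further: 0% = enzyme with DMSO and 100% = wells lacking enzyme; many of its hits are not listed in these tables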
# LYPLA1 counter = LYPLA1 (human) inhibition in PME1 counter-screen. O75608. inhibition, % at 5.9 µM. AID 2174. 0.16% of 320,000 active. recombinant LYPLA1, FP-Rh probe fluorescence polarization;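 active means inhibition above the mean of all tested compounds plus 3 SD, set per campaign, cut at about 14% in these data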;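 further: inhibitors block serine hydrolase probe labeling of LYPLA1 so polarization falls; 0% = enzyme with DMSO and 100% = wells lacking LYPLA1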
# Target sequence (O75608 whole entry, looked up): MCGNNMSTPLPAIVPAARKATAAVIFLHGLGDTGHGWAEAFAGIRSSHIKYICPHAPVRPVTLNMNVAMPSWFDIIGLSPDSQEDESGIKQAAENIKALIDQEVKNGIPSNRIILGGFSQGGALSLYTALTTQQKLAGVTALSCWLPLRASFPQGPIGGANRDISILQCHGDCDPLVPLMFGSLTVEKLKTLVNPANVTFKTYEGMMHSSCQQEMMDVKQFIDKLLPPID
# ZTA counter = counter-screen for EBNA-1 inhibitors: inhibitors of Epstein-Barr virus ZTA. P03206. ZTA-DNA binding, fluorescence polarization. inhibition, % at 11 µM. 0.15% of 320,000 active. AID 2234; in the data active means inhibition above about 33%
# PAFAH1B3 inh = inhibitors of human PAFAH1B3; Q15102; recombinant PAFAH1B3, FP-rhodamine probe, fluorescence polarization; inhibition, % at 3.39 µM; 0.28% of 340,000 active; AID 492972;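 active means inhibition above the screen-wide average of all tested compounds plus 3 SD, cut at about 25% in these data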;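 further: 0% = enzyme with DMSO only and 100% = wells lacking PAFAH1B3 protein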
# Target sequence (Q15102 whole entry, looked up): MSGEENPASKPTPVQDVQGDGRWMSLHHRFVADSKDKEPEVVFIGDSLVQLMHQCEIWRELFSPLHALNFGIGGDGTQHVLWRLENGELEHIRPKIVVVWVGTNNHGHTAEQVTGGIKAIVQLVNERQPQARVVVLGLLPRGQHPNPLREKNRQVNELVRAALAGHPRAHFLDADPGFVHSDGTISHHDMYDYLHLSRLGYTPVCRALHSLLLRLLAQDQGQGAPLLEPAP
# Numbers without * were called inactive; nt = no result given.
SMILES,LYPLA2 counter,PAFAH1B2 FP inh,PAFAH2 inh,EBNA-1 inhibitor,pPAFAH inh,PREPL inh,LYPLA1 counter,ZTA counter,PAFAH1B3 inh
COc1ccc(CCN2C(=O)CS/C2=N/NC(=O)c2ccccc2F)cc1OC,7,-2,-2,-2,-1,16,0,-19,5
O=C(COC(=O)c1ccncc1)c1ccc(Br)cc1,2,17,5,-4,5,4,2,16,7
CCCc1cc(N2CCCC(C(=O)NCc3ccc4c(c3)OCO4)C2)n2ncnc2n1 (stereo not given),5,4,4,7,6,-7,1,2,-1
CC1Cc2ccccc2N1c1ncnc2c1nnn2Cc1ccccc1Cl (stereo not given),2,-4,5,5,3,11,3,-9,-2
Clc1ccccc1-c1nnc(-c2cccs2)o1,5,6,-2,14,0,10,2,-2,1
CCNc1cc2n(c(=O)n1)CCc1cc(OC)c(OC)cc1-2,-4,0,5,5,-4,-1,-2,16,5
Oc1cccnc1CCc1ccccc1,2,-2,6,1,2,-7,-2,-8,4
CCc1nc(SCC(=O)c2c[nH]c3ccccc23)n[nH]1,-4,9,9,6,0,22,-4,-6,3
O=C(O)CN=C1NC2(CCCCC2)Cc2ccccc21,-8,4,2,-2,-5,6,2,0,3
CCc1nc(SCc2cccnc2)c(C#N)cc1C,4,-1,5,-11,-2,-4,-1,1,6
O=c1c2ccccc2nnn1CSc1nnc(-c2cccs2)n1Cc1ccccc1,-2,0,1,-3,-1,-79,-1,-2,-7
CSCCC(NC(=O)c1ccccc1)C(=O)OCC(=O)NCc1ccco1 (stereo not given),nt,3,5,nt,2,-1,nt,nt,5
COc1ccc(OCC(O)CNC(=O)c2ccc(Br)cc2)cc1 (stereo not given),4,6,-9,-1,1,6,0,-1,1
COC(=O)c1ccsc1NC(=O)CN1CCN(c2ccc(F)cc2)CC1,1,-2,5,-6,8,29,1,8,-8
O=C(C[n+]1ccn(CCCNP2(=O)C=C(c3ccccc3)OC(c3ccccc3)=C2)c1)c1cccs1,-2,4,9,-17,-6,-29,4,-9,2
COC(=O)CC(=O)CSc1nc(C)cc(C)c1C#N,0,0,2,-8,5,-2,0,-5,8
Cc1ccc(C(=O)Nc2cccc(S(=O)(=O)N3CCCCC3)c2)cc1[N+](=O)[O-],-29,2,-4,nt,0,22,-24,-5,-9
COc1ccc(C(C[N+](=O)[O-])c2c(C)[nH]n(-c3ccccc3)c2=O)cc1 (stereo not given),5,9,1,-3,-1,3,1,5,5
C[C@]12CC[C@H](O)C[C@@H]1CC[C@@H]1[C@@H]2CC[C@@]2(C)[C@H]1CCC(=O)[C@]21CCCO1,nt,2,-1,nt,1,nt,nt,nt,1
CCn1c(=O)c(C(=O)Nc2ccc(C)cc2)c(O)c2ccccc21,-4,6,2,-2,4,-3,0,-14,18

# The closing two compounds of the part before lead into the next.
SMILES,LYPLA2 counter,PAFAH1B2 FP inh,PAFAH2 inh,EBNA-1 inhibitor,pPAFAH inh,PREPL inh,LYPLA1 counter,ZTA counter,PAFAH1B3 inh
C[C@]12CC[C@H](O)C[C@@H]1CC[C@@H]1[C@@H]2CC[C@@]2(C)[C@H]1CCC(=O)[C@]21CCCO1,nt,2,-1,nt,1,nt,nt,nt,1
CCn1c(=O)c(C(=O)Nc2ccc(C)cc2)c(O)c2ccccc21,-4,6,2,-2,4,-3,0,-14,18
Cc1noc(C)c1COC(=O)c1csc2c1CCC(C)C2 (stereo not given),3,0,6,nt,2,-2,-2,7,8
CCOC(=O)c1c(NC(=O)CSc2nnc(CNc3ccc(F)cc3)o2)sc(C(C)=O)c1C,-3,-4,-2,4,12,-3,-4,13,-5
CC(=O)NCCc1ccc(S(=O)(=O)N(C)C2CCS(=O)(=O)C2)cc1 (stereo not given),-3,2,7,-6,-2,10,2,3,0
CCc1ccc(C2CC(=O)N3CN(c4ccccc4)CSC3=C2C#N)cc1 (stereo not given),1,5,-4,-4,20,12,-4,13,3
CC1(NC(=O)COc2ccccc2-c2ccccc2)CCS(=O)(=O)C1 (stereo not given),2,13,-2,5,4,1,4,-4,-6
CCCc1cc(C(=O)Nc2cc(C)on2)no1,-6,2,11,-1,2,-4,-4,-7,-5
O=C(O)/C=C/c1cn(Cc2ccccc2Cl)nc1-c1ccccc1,7,-4,-1,9,4,4,2,-2,0
N#Cc1c(N2CCN(C(=O)c3ccccc3Cl)CC2)nc(-c2ccccc2)c2c1CCCC2,-7,-1,4,-4,2,-3,-2,8,5
Cc1cc(C(=O)NCC(C)(C)N2CCOCC2)c(C)o1,0,0,7,-7,7,12,-2,9,4
Nc1nonc1-n1nnc(C(=O)N/N=C/c2c(Cl)cccc2Cl)c1CSC1=NCCS1,-2,-5,-11,27,1,-5,-3,2,-11
CC(=O)OC1OCCOC1NC(=S)NCc1ccco1 (stereo not given),-3,-1,-4,-8,-3,-6,-4,2,-1
COc1ccc(C(Nc2ccccn2)c2oc(CO)cc(=O)c2O)cc1 (stereo not given),2,-3,0,-5,8,10,2,-4,4
Cn1c(=O)n(C)c2cc(S(=O)(=O)N3CCCCC3)ccc21,-3,3,1,-1,0,-4,1,7,6
COc1ccccc1N(CC(=O)NC1CCCCC1)S(=O)(=O)c1cccs1,-7,4,-6,3,1,-4,-2,-3,2
Cc1cccc(NC2=C(Cl)C(=O)OC2OC(=O)c2ccco2)c1 (stereo not given),10,8,6,-12,0,25,2,-1,5
COc1ccc(CC(=O)N2CCN(c3ccccc3)CC2)cc1OC,-3,-2,-9,-3,2,-1,1,-1,13
COc1ccccc1C(=O)Nc1ccc(-c2nnn(CC(=O)N3CCOCC3)n2)cc1,-4,-3,6,-3,-1,-2,0,-1,-8
CN(n1cnc2ccccc2c1=O)S(C)(=O)=O,10,3,-1,14,8,5,5,-8,7
COC(=O)C1=C(C)N(C2CCCC2)C(=O)C1(NC(C)=O)C(F)(F)F (stereo not given),-4,2,-6,3,9,9,1,10,-2
CCOC(=O)c1ccc(OCCOc2cccc(C)c2)cc1,3,3,4,14,0,-7,3,3,5

# A different layout for 12 compounds above:
# Value order – LYPLA2 counter	PAFAH1B2 FP inh	PAFAH2 inh	EBNA-1 inhibitor	pPAFAH inh	PREPL inh	LYPLA1 counter	ZTA counter	PAFAH1B3 inh
- Cc1noc(C)c1COC(=O)c1csc2c1CCC(C)C2 (stereo not given)
 : 3	0	6	nt	2	-2	-2	7	8
- CCOC(=O)c1c(NC(=O)CSc2nnc(CNc3ccc(F)cc3)o2)sc(C(C)=O)c1C
 : -3	-4	-2	4	12	-3	-4	13	-5
- CC(=O)NCCc1ccc(S(=O)(=O)N(C)C2CCS(=O)(=O)C2)cc1 (stereo not given)
 : -3	2	7	-6	-2	10	2	3	0
- CCc1ccc(C2CC(=O)N3CN(c4ccccc4)CSC3=C2C#N)cc1 (stereo not given)
 : 1	5	-4	-4	20	12	-4	13	3
- CC1(NC(=O)COc2ccccc2-c2ccccc2)CCS(=O)(=O)C1 (stereo not given)
 : 2	13	-2	5	4	1	4	-4	-6
- CCCc1cc(C(=O)Nc2cc(C)on2)no1
 : -6	2	11	-1	2	-4	-4	-7	-5
- O=C(O)/C=C/c1cn(Cc2ccccc2Cl)nc1-c1ccccc1
 : 7	-4	-1	9	4	4	2	-2	0
- N#Cc1c(N2CCN(C(=O)c3ccccc3Cl)CC2)nc(-c2ccccc2)c2c1CCCC2
 : -7	-1	4	-4	2	-3	-2	8	5
- Cc1cc(C(=O)NCC(C)(C)N2CCOCC2)c(C)o1
 : 0	0	7	-7	7	12	-2	9	4
- Nc1nonc1-n1nnc(C(=O)N/N=C/c2c(Cl)cccc2Cl)c1CSC1=NCCS1
 : -2	-5	-11	27	1	-5	-3	2	-11
- CC(=O)OC1OCCOC1NC(=S)NCc1ccco1 (stereo not given)
 : -3	-1	-4	-8	-3	-6	-4	2	-1
- COc1ccc(C(Nc2ccccn2)c2oc(CO)cc(=O)c2O)cc1 (stereo not given)
 : 2	-3	0	-5	8	10	2	-4	4

# Remaining list, next part
SMILES,LYPLA2 counter,PAFAH1B2 FP inh,PAFAH2 inh,EBNA-1 inhibitor,pPAFAH inh,PREPL inh,LYPLA1 counter,ZTA counter,PAFAH1B3 inh
c1ccc(CCNC2=NCCCS2)cc1,1,1,-6,2,0,10,2,-2,-1
Cc1cc(C)c(C)c(S(=O)(=O)Nc2ccccc2C(=O)NCCCN2CCOCC2)c1C,-3,4,12,0,1,-11,-1,-1,4
CCN(Cc1ccccc1)C(=O)Cn1c(=O)n(CC(=O)N2CCCCC2)c(=O)c2sccc21,2,0,-9,-1,2,10,-1,-5,10
CCOc1cc(S(=O)(=O)NCc2ccccc2)c(OCC)cc1-n1cnnn1,2,1,0,-7,-1,12,3,-2,-4
Cc1cc(O)c(/C=N/Nc2ccccc2)c(=O)o1,1,4,-3,8,2,-4,-2,2,10
CC(C)C(C(=O)C=[N+]=[N-])N1C(=O)c2ccccc2C1=O (stereo not given),-1,4,-3,-4,1,5,0,12,8
N#CC1=C2SCN(c3ccc(F)cc3)CN2C(=O)CC1c1cccc(F)c1 (stereo not given),-3,9,8,-9,7,11,3,-18,5
CCn1c(SCC(=O)Nc2ccc(C)cc2)nnc1-c1cnccn1,8,4,0,-4,0,3,3,1,9
Cc1ccc(S(=O)(=O)NC2CC2)s1,1,2,5,-3,-1,12,-3,-2,5
O=c1ccnc(SCCc2ccccc2)[nH]1,-15,15,6,-8,-3,-2,-9,-8,8
Cc1ccccc1NC(=O)c1cc(S(=O)(=O)N2CCCCC2)cs1,3,7,7,7,3,2,0,5,-2

# Bioassay records from PubChem BioAssay.

# Some of the compounds tested, so the mix of outcomes need not match the whole.
